Assay outcomes deposited in PubChem BioAssay by National Center for Advancing Translational Sciences (NCATS).
G9a inh = inhibitors of human histone lysine methyltransferase G9a; AID 504332; Potency, µM (doses to about 102 µM), inactives show at the highest dose activity, negative = inhibition, actives largely listed as inhibitors; 350,000 tested, 8.8% active; G9a H3K9 monomethylation, AlphaScreen, 2 h; also: potency is read from the fitted curve at half-maximal effect; % is scaled to controls: 0 for no effect and ±100 for the full control effect; nearly all actives have a fitted effect of over 75% in size
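AlphaScreen read-out: biotin-H3K9 peptide (500 nM) methylation by 20 nM enzyme with 20 uM SAM, 2 h at room temperature after 15 min compound preincubation; anti-monomethyl H3K9 antibody plus donor/acceptor beads, 10 min dark.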
BAZ2B block = BAZ2B (human) inhibition; Q9UIF8; AlphaScreen BAZ2B-H3K14Ac peptide displacement; Potency, µM (doses to about 114 µM), for the others: at the highest dose activity change, negative = inhibition, usual class: inhibitors; 360,000 tested, 4.4% active; AID 504333; also: potency is read from the fitted curve at half-maximal effect; % is scaled to controls: 0 for no effect and ±100 for the full control effect; nearly all actives have a fitted effect of over 60% in size
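Compounds, titrated to a top concentration of 110 uM, were incubated 30 min at room temperature with preformed BAZ2B/acetyl-K14 H3 peptide complex (50 nM each). Proximity signal was measured by AlphaScreen after 20 min with beads.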
PI4K2A inh = inhibitors of human PI4K2A; Q9BTU6; purified PI4K2A, ADP-Glo luminescence, 1 h; hits give low values; activity change, negative = inhibition, % at 76.9 µM; 420,000 tested, 0.13% active; AID 1346378; in the data active = activity change below about -50%; inconclusive = mostly about -30% to -49%;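 also: -100% = wells without enzyme as full effect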
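PI4K2A activity was measured by ADP-Glo luminescence: enzyme (4 ug/mL stock) and phosphatidylinositol (1.2 mM stock) in Tris pH 7.5/MgCl2/EGTA/Triton X-100 buffer were reacted with ATP (300 microM stock) for one hour at ambient temperature.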
HP1b chromo inh = HP1-beta chromodomain-methylated histone interaction inhibition | AlphaScreen HP1-beta / biotin-H3K9me3 peptide binding | Potency, µM (titrated, usually from 114 µM), without a hit: at the top dose activity change, negative = inhibition, usual class: inhibitors | 390,000 tested, 0.56% active | P83916; also: potency is read from the fitted curve at half-maximal effect; nearly all actives have a fitted effect of over 70% in size; inactives centre near 23
Target sequence (P83916 whole entry, looked up): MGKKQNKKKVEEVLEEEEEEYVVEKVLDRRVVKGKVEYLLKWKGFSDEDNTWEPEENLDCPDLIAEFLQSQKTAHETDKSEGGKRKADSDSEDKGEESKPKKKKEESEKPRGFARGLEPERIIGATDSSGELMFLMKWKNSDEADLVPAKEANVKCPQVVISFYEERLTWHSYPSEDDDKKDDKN
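Compound inhibition of the preformed complex between 50 nM HP1-beta and 50 nM biotinylated H3K9me3 peptide was read by AlphaScreen. Buffer was PBS pH 7.4 with 0.01% Tween-20. Incubations ran 30 min at room temperature, with 10 ug/mL donor/acceptor beads.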
12-LOX inh = inhibitors of human 12S-lipoxygenase ALOX12; 580,000 tested, 1.1% active; AID 1671190; Potency, µM (doses to about 108 µM), for inactives: at the top dose activity change, negative = inhibition, actives largely listed as inhibitors; purified 12hLO, xylenol orange hydroperoxide absorbance; P18054; also: potency is read from the fitted curve at half-maximal effect; % is scaled to controls: 0 for no effect and ±100 for the full control effect
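Purified human 12hLO (150 nM final) in 25 mM Hepes, 0.01% Triton X-100, pH 7.0 was preincubated 15 min at room temperature with compound. Then 40 uM arachidonic acid was added, 30 min. Hydroperoxide was read by Fe-XO absorbance ratio 573/405 nm.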
GLS inh = glutaminase GLS (human) inhibition; 410,000 tested, 0.21% active; Potency, µM (doses to about 45.5 µM), without a hit: at the top dose activity change, negative = inhibition, hits mostly inhibitors; GLS enzymatic activity, qHTS titration; also: potency is read from the fitted curve at half-maximal effect; % is scaled to controls: 0 for no effect and ±100 for the full control effect
Target sequence (O94925 whole entry, looked up): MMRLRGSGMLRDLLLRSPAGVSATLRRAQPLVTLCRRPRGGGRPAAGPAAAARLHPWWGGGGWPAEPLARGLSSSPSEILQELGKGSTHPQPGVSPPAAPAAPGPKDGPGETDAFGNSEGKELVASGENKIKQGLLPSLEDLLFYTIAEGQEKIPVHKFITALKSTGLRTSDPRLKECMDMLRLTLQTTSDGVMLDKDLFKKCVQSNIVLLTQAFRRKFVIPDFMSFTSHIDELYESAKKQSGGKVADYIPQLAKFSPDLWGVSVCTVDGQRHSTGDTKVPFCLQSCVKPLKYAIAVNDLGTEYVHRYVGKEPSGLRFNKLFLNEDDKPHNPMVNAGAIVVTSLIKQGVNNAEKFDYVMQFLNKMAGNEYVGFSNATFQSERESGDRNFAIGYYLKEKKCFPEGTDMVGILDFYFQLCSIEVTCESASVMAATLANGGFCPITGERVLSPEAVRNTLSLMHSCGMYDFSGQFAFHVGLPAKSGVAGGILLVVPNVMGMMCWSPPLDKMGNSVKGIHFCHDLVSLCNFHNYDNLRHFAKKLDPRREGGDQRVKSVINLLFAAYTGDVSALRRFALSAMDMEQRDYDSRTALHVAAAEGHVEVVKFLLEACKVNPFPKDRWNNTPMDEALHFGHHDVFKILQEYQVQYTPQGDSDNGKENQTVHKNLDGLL
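hKGA in 45 mM KH2PO4 pH 8.2, 0.02% Tween-20 with pin-transferred compounds; 1 mM L-glutamine (stock) plus glutamate oxidase/HRP/Amplex Red coupling added. Fluorescence read initially and after 30 min at RT.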
RGS4 inhibitor = blocks human RGS4-accelerated GTP hydrolysis | Potency, µM (top dose mostly 114 µM), without a hit: at the top dose activity change, negative = inhibition, hits mostly inhibitors | 390,000 tested, 0.039% active | Transcreener GDP fluorescence polarization, RGS4-accelerated GTP hydrolysis | P49798; also: potency is read from the fitted curve at half-maximal effect; % is scaled to controls: 0 for no effect and ±100 for the full control effect; nearly all actives have a fitted effect of over 75% in size; some results filed as inactive show a strong effect at the top dose
Target sequence (P49798 whole entry, looked up): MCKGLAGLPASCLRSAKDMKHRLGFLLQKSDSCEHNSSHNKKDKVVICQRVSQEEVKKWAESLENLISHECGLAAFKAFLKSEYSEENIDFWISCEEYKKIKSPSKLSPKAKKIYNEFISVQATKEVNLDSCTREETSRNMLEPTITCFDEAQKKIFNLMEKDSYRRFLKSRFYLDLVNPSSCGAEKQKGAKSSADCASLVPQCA
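MLSMR compounds (23 nl, pin-transferred) preincubated 10 min at room temperature with a 500nM (2x) first reagent, then RGS4 at 900nM (2x) plus Transcreener GDP mix added; fluorescence polarization (620/688 nm) read before and after 90 min at 30 °C.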
JMJD2A Tudor inh = JMJD2A Tudor domain (human) inhibition; Potency, µM (highest dose often 114 µM), for inactives: at the top dose activity change, negative = inhibition, hits mostly inhibitors; AID 504339; O75164; 390,000 tested, 4.4% active; AlphaScreen JMJD2A-Tudor / H3K4me3 peptide binding; also: potency is read from the fitted curve at half-maximal effect; % is scaled to controls: 0 for no effect and ±100 for the full control effect; nearly all actives have a fitted effect of over 50% in size
ERG-DNA inh = inhibitors of human ERG Ets domain-DNA interaction. AID 624246. P11308. Potency, µM (titrated, usually from 76.9 µM), for inactives: top-dose FP activity, negative = inhibition, hits mostly inhibitors. fluorescence polarization, His-ERG Ets domain / labelled DNA. 370,000 tested, 0.028% active; active = well fitted inhibition curve with a large enough effect in the polarisation, with a control signal flat; inconclusive = small, poorly fitted or top-dose-only effect, or effect the other way, or a change in a side signal; inactive = no such curve, though single readings can be large or run the other way; the % refers to the polarisation;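 also: polarization taken with two DNA probes labelled with fluorescein and Texas red; potency is read from the fitted curve at half-maximal effect; % of control where 0% means no effect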
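His-tagged ERG Ets domain (1 uM in the protein solution; 300mM KCl, 50mM Tris-HCl, 1mM EDTA, 1mM DTT, pH 7.5) received compound, then a probe mix of 5 nM fluorescein-DNA and 100nM Texas-615-DNA. Fluorescence polarization was read for both dyes.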
An asterisk follows results filed as active; ? = inconclusive; · = not tested or not shown; [ ] = dose if it differs, or a comment. Unless noted, calls follow the shape of the dose curve; as a rule, active = well fitted curve in the direction sought with a large enough effect; inconclusive = small, poorly fitted or top-dose-only effect, or another doubt; inactive = no such curve, though single readings can be large; an effect the other way counts as inactive or inconclusive.

1. CCOC(=O)[C@H]1[C@H]2COc3cc(OC)ccc3[C@@H]2N2C(=O)c3cc(C)ccc3NC(=O)[C@@]12C
2. N=C(N)n1c(N)nc2ccccc2c1=O
3. Cc1ccc(C)c(N(C)S(=O)(=O)c2ccc3c(c2)oc(=O)n3C)c1
4. Cc1nnc(SCC(=O)NC2CCC(C)CC2)s1 (stereo unspecified)
5. CCCCc1cc(=O)oc2cc(C)c3c(C)coc3c12
6. Cc1nc2ccccc2c(=O)n1-c1cccc(NS(=O)(=O)c2ccccc2)c1
compound no.	1	2	3	4	5	6
G9a inh	21%[2.33 µM]	0%	-5%[2.33 µM]	-2%	17%[59 µM]	-8%
BAZ2B block	-1%	9%	7%	-3%	-14%	2%
PI4K2A inh	1	-4	-2	2	-3	5
HP1b chromo inh	33%	24%	27%	36%	42%[activator]	49%[activator]
12-LOX inh	3%	-12%	0%	-4%	-29%	-13%
GLS inh	4%	1%	0%	-1%	-2%	-4%
RGS4 inhibitor	9%	-17%	22%	3%	-17%	-2%
JMJD2A Tudor inh	-26%	2%	-10%	-5%	50%[activator]	-10%
ERG-DNA inh	3%	8%	5%	·	-9%	1%

7. Cc1ccc(C)c(NC(=O)C(OC(=O)c2cc[n+]([O-])cc2)c2ccccc2)c1 (stereo unspecified)
8. COCC(C)NCC(=O)NC(C)CCc1ccccc1 (stereo unspecified)
9. CCOc1ccc(CNc2ncnc(N)n2)cc1
10. O=C(CC(=O)N/N=C/c1ccccc1O)NCc1cccnc1
11. Cc1cc(C(=O)CN2C(=O)NC(C)(c3cccc(Br)c3)C2=O)c(C)n1Cc1ccco1 (stereo unspecified)
12. Fc1ccc(NC(=S)NCc2cccnc2)cc1
compound no.	7	8	9	10	11	12
G9a inh	11%	8.9µM*	2%	46%[59 µM]	50µM*	10%
BAZ2B block	10%	56µM*	9%	?	-3%	-21%
PI4K2A inh	-4	6	-1	6	6	-8
HP1b chromo inh	32%	-32%	45%	11%	-16%	39%[activator]
12-LOX inh	2%	?	283%[activator]	17%	0%	-1%
GLS inh	-1%	11%	-4%	27%	2%	0%
RGS4 inhibitor	-12%	-14%	4%	-6%	-28%	-3%
JMJD2A Tudor inh	-8%	1µM*	-10%	-27%	-31%	-8%
ERG-DNA inh	2%	-18%	4%	-6%	1%	2%

13. Cc1c(C)n(Cc2ccccc2)c2ccc(C(=O)N3CCN(c4ccc(F)cc4)CC3)cc12
14. O=C1NC(=Nc2cccnc2)S/C1=C\c1cccc(F)c1
15. Cc1oc2c(C)c3oc(=O)c(CC(=O)N[C@@H](CC(C)C)C(=O)N[C@@H](Cc4ccccc4)C(=O)O)c(C)c3cc2c1C
16. O=C(NCCc1ccc(Cl)cc1)c1cc(S(=O)(=O)N2CCCCC2)c[nH]1
17. COc1ccccc1CNCc1ccc(C(=O)O)s1
18. COc1ccc(C(=O)Nc2ccc3nc(N4CCC(C)CC4)cc(C)c3c2)cc1
compound no.	13	14	15	16	17	18
G9a inh	?	·	?	?	-2%[59 µM]	-3%[59 µM]
BAZ2B block	-38%	-18%	35µM*	3%	0%	9%
PI4K2A inh	2	0	-2	3	2	6
HP1b chromo inh	-9%	20%	?	20%	19%	36%[activator]
12-LOX inh	-11%	139%[activator]	-25%	·	-15%	-16%
GLS inh	-2%	1%	16%	1%	7%	19%
RGS4 inhibitor	7%	-14%	-11%	-3%	-4%	24%
JMJD2A Tudor inh	?	-15%	56µM*	-23%	-5%	3%
ERG-DNA inh	-1%	66%[activator]	10%	0%	2%	0%

19. O=C(CN(Cc1ccccc1)C(=O)CNS(=O)(=O)c1ccc(Cl)cc1)NCC1CCCO1 (stereo unspecified)
20. Cc1ccc(CNC(=O)c2cncc(Br)c2)cc1
21. CC1(C)CC(=O)C(CCCN2C(=O)c3ccccc3C2=O)C(=O)C1
22. Cc1ccc(-c2[nH]ncc2CNCCc2cnn(-c3ccccc3)c2)cc1C
23. COc1ccc(S(=O)(=O)N2CCCC(C(=O)NCc3ccccn3)C2)cc1Cl (stereo unspecified)
24. Cc1ccc(C)c(S(=O)(=O)NCc2ccncc2)c1
compound no.	19	20	21	22	23	24
G9a inh	23%	-24%	-9%	-35%	?	9%[59 µM]
BAZ2B block	-13%	-12%	3%	-39%	3%	4%
PI4K2A inh	0	2	0	-5	-3	0
HP1b chromo inh	13%	26%	28%	5%	20%	51%[activator]
12-LOX inh	-21%	-35%	2%	-11%	2%	2%
GLS inh	-8%	?	-8%	1%	4%	-2%
RGS4 inhibitor	10%	-10%	9%	11%	-6%	-3%
JMJD2A Tudor inh	-6%	-7%	-6%	-23%	-10%	-10%
ERG-DNA inh	1%	-3%	9%	-15%	·	-5%

Compounds shown so far that have a furan ring, fused or not:
5. CCCCc1cc(=O)oc2cc(C)c3c(C)coc3c12
11. Cc1cc(C(=O)CN2C(=O)NC(C)(c3cccc(Br)c3)C2=O)c(C)n1Cc1ccco1 (stereo unspecified)
15. Cc1oc2c(C)c3oc(=O)c(CC(=O)N[C@@H](CC(C)C)C(=O)N[C@@H](Cc4ccccc4)C(=O)O)c(C)c3cc2c1C
compound no.	5	11	15
G9a inh	17%[59 µM]	50µM*	?
BAZ2B block	-14%	-3%	35µM*
PI4K2A inh	-3	6	-2
HP1b chromo inh	42%[activator]	-16%	?
12-LOX inh	-29%	0%	-25%
GLS inh	-2%	2%	16%
RGS4 inhibitor	-17%	-28%	-11%
JMJD2A Tudor inh	50%[activator]	-31%	56µM*
ERG-DNA inh	-9%	1%	10%

Additional compounds.
25. CC(OC(=O)c1nc(Cl)ccc1Cl)C(=O)Nc1ccccc1F (stereo unspecified)
26. CCCCC(=O)Nc1nn(CC(C)C)c2nc3ccccc3cc12
27. COc1ccc(-n2c(SCC(=O)N(C)c3ccccc3)nc3c([nH]c4ccccc43)c2=O)cc1OC
28. CC(C)c1cc(C(=O)Nc2sc3c(c2C#N)CCC3)no1
29. COc1cc(C(=O)N2CCC3(CC2)NCCc2[nH]cnc23)cc(OC)c1OC
30. Cc1ccc(C)c(NC(=O)CSc2nc(-c3ccccc3)cc(=O)[nH]2)c1
compound no.	25	26	27	28	29	30
G9a inh	-9%[0.501 µM]	15%[12.7 µM]	·	?	-3%	-1%[59 µM]
BAZ2B block	-7%	9%	-17%	-3%	-15%	-7%
PI4K2A inh	2	-6	-1	2	3	0
HP1b chromo inh	1%	49%[activator]	35%	12%	34%	-12%
12-LOX inh	-27%	0%	15%	-26%	-9%	-27%
GLS inh	-1%	-3%	-1%	11%	-11%	3%
RGS4 inhibitor	6%	-18%	2%	-39%	-15%	-3%
JMJD2A Tudor inh	-9%	-12%	-10%	-1%	-7%	-6%
ERG-DNA inh	-1%	-7%	2%	-10%	-2%	4%

31. Cc1ccc(CNc2ccc(-c3nc(-c4ccco4)no3)cc2[N+](=O)[O-])cc1
32. Cc1cccn2c(=O)c3cc(C(=O)NC4CCCCC4)c(=N)n(CCN4CCOCC4)c3nc12
33. Cc1ccc(NC(=O)c2scc3c2CCCC3)cc1
34. Cc1ccc(C(=O)c2ccccc2C(=O)OCC(=O)N2C(C)CCCC2C)cc1 (stereo unspecified)
35. CN(Cc1ccc(F)cc1)Cc1nc(-c2cnccn2)no1
36. Cc1ccc(CNC(=O)C2CCC(=O)N(CCc3cccc(F)c3)C2)s1 (stereo unspecified)
compound no.	31	32	33	34	35	36
G9a inh	-9%[59 µM]	14%	26%	-5%[2.33 µM]	·	21%
BAZ2B block	5%	-3%	4%	-1%	9%	-14%
PI4K2A inh	0	1	1	-4	-1	1
HP1b chromo inh	53%[activator]	30%	14%	38%	24%	13%
12-LOX inh	-17%	0%	10%	0%	-1%	16%
GLS inh	2%	0%	-1%	4%	-9%	0%
RGS4 inhibitor	-12%	-15%	0%	11%	-2%	19%
JMJD2A Tudor inh	0%	-1%	-10%	-20%	-13%	-9%
ERG-DNA inh	0%	22%	2%	9%	-26%[15.4 µM]	3%

Brought forward from above: 3 compounds; new compounds follow.
34. Cc1ccc(C(=O)c2ccccc2C(=O)OCC(=O)N2C(C)CCCC2C)cc1 (stereo unspecified)
35. CN(Cc1ccc(F)cc1)Cc1nc(-c2cnccn2)no1
36. Cc1ccc(CNC(=O)C2CCC(=O)N(CCc3cccc(F)c3)C2)s1 (stereo unspecified)
37. Cc1nnc2sc(-c3cccc(F)c3)nn2c1=O
38. CC(C)C(=O)Nc1ccc(N2CCCC2)c(Cl)c1
39. O=C(CCc1ccccc1)NCC1(c2ccccc2)CCCC1
40. COc1cc(C2Nc3ccc4ncccc4c3C3=C2C(=O)CCC3)ccc1O (stereo unspecified)
compound no.	34	35	36	37	38	39	40
G9a inh	-5%[2.33 µM]	·	21%	33%[activator]	?	?	50µM*
BAZ2B block	-1%	9%	-14%	-16%	?	-4%	-13%
PI4K2A inh	-4	-1	1	-5	-2	-19	11
HP1b chromo inh	38%	24%	13%	20%	0%	53%[activator]	-1%
12-LOX inh	0%	-1%	16%	3%	-4%	0%	-16%
GLS inh	4%	-9%	0%	-7%	20%	11%	25%
RGS4 inhibitor	11%	-2%	19%	-10%	-16%	31%[56.9 µM]	-12%
JMJD2A Tudor inh	-20%	-13%	-9%	-8%	-21%	14%	?
ERG-DNA inh	9%	-26%[15.4 µM]	3%	-7%	5%	11%	-5%

Only part of the results is shown; rates above refer to the full screens.
